# BAP1 block – human BAP1 deubiquitinase inhibition | Q92560 | recombinant BAP1, Ub-AMC hydrolysis fluorescence kinetic; hits give low values | activity remaining (% of control), % at 20 µM | 0.48% of 72,000 active | AID 436;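 active means activity remaining at or below 50% of control, provided the compound also passes the data quality filters; inactive means the rest, including low values that fail the filters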;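 further: 100% = DMSO wells rate and 0% = substrate alone blank rate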
# Target sequence (Q92560 whole entry, looked up): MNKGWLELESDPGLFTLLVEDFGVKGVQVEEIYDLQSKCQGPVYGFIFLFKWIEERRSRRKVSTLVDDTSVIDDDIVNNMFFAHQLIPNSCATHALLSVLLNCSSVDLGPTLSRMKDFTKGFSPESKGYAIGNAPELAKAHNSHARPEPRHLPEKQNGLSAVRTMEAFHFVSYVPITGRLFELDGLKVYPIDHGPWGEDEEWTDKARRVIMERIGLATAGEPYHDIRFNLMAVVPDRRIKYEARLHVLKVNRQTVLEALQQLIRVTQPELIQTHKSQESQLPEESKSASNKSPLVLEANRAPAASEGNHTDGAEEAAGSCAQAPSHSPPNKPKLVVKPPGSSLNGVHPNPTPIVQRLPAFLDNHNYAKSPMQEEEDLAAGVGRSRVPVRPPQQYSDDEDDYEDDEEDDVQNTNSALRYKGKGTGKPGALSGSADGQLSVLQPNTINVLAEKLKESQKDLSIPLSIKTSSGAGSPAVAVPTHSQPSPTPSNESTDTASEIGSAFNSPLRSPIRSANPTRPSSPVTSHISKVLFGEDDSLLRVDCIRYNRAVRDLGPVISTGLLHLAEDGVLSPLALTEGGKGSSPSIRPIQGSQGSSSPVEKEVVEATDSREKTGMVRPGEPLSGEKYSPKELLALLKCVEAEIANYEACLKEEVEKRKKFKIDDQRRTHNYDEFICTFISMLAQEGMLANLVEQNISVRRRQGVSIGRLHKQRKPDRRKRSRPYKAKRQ
# HePTP inhibitor – human HePTP phosphatase inhibition; P35236; recombinant HePTP phosphatase activity, OD absorbance; inhibition, % at 20 µM; 0.64% of 110,000 active; in the data active means inhibition above about 50%;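 further: plate controls were vehicle for no effect and reference inhibitor for full effect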
# An asterisk follows results filed as active; i = inactive; . = no result given; & = joins results of further samples. No enrichment for hits. Share with any hit: about 0.79%.
SMILES,BAP1 block,HePTP inhibitor
O=C(Nc1ccc(Cl)cc1)Nc1nnc(Cc2ccccc2)s1,.,-10
CC1CCN(c2cc(N3CCN(C(=O)c4c(F)cccc4F)CC3)c([N+](=O)[O-])cc2F)CC1,.,2
CCOC(=O)c1sc(NC(=O)c2ccc(OC)c(OC)c2)c(C(N)=O)c1C,.,-11
Cc1nnc(NCCc2ccccc2)[nH]c1=O,97,13
COC(=O)c1ccc(CN2C(=O)NC3(CCC(C)CC3)C2=O)o1 (stereo unspecified),107,4
CCOC(=O)c1ccccc1NC(=O)C(CC)c1ccccc1 (stereo unspecified),.,1
Cc1nc2ccccc2c2oc(C(=O)NCC3CCCO3)cc12 (stereo unspecified),107,5
CC(=O)c1ccc(OC(=O)c2ccc([N+](=O)[O-])cc2)cc1,.,-16
Cc1ccc(S(=O)(=O)C(CC(=O)c2cccs2)c2ccc(Cl)cc2)cc1 (stereo unspecified),.,3
O=C(Cc1ccccc1)Nc1sc2c(c1C(=O)Nc1ccc(Cl)cc1)CCC2,.,-4
CCOc1ccc(C2c3c(oc4cc(C)c(C)cc4c3=O)C(=O)N2CCCN2CCOCC2)cc1 (stereo unspecified),83,2
O=C(O)c1ccccc1-c1ccccc1C(=O)Nc1ccc(I)cc1,.,4
O=C(COc1ccc([N+](=O)[O-])cc1)Nc1ccc(-c2nc3ccccc3o2)cc1,.,5
O=C(CSc1nc(-c2ccccc2)cs1)N1CCN(C(=O)c2ccco2)CC1,91,0
CCOC(=O)c1c(NC(=O)c2ccc(Cl)cc2Cl)sc(C(N)=O)c1C,.,7
CCCCOC(=O)C1CCCC(C(=O)OCCCC)N1 (stereo unspecified),91,-2
Cc1n(CCCCS(=O)(=O)[O-])c2cc(Cl)c(Cl)cc2[n+]1C,.,4
CCOc1ccc(Cc2nc(C)c(CC(=O)N3CCOCC3)c(=O)[nH]2)cc1,110,8
O=C(c1cccs1)N1CCc2ccccc21,99,5
O=C(NC(Nc1ccc(I)cc1)C(=O)c1ccccc1)c1ccco1 (stereo unspecified),.,10
O=C1c2ccccc2C(=O)N1c1cccc2ncccc12,.,-1
CS(=O)(=O)N(CC(=O)Nc1ccc2c(c1)OCO2)c1ccccc1,108,14
C(=NN1CCN(c2ccccn2)CC1)c1cccc(OCc2ccccc2)c1,.,2
O=C(O)c1ccc(COc2c(F)c(F)cc(F)c2F)o1,84,6
COc1ccc(-c2nnc(Nc3nc4c(OC)cccc4s3)o2)cc1,.,5

# Later entries
SMILES,BAP1 block,HePTP inhibitor
O=C(NN1C(=O)c2ccccc2C1=O)c1ccc2c(c1)C(=O)N(c1nccs1)C2=O,.,7
COC(=O)c1ccc(Cl)c(NC(=O)CN(c2ccc3c(c2)OCO3)S(C)(=O)=O)c1,94,5
Cc1ccc(-c2csc(NC(=O)c3ccccc3F)n2)cc1C,55,.
CC(C)NCC(O)COc1ccc(CCOCC2CC2)cc1 (stereo unspecified),153&91,7
Cc1ccc(OCC(=O)NCc2ccccc2)cc1C,163,.
CCCCOc1ccc(C(=O)O/N=C2/CCc3cc(OC)ccc32)cc1,.,-12
COC(=O)C1=C(C)N=c2s/c(=C\c3ccccc3F)c(=O)n2C1c1ccc(OC)cc1 (stereo unspecified),.,-4
O=C(Nc1ccc(Cl)cc1)c1ccc(N2CCCCCC2)c([N+](=O)[O-])c1,.,-5
COc1ccc(Cc2nn3c(-c4ccccc4OC)nnc3s2)cc1,83,-11
COc1ccc(C2/C(=C(/O)c3ccc(C)cc3)C(=O)C(=O)N2CCCn2ccnc2)cc1OC (stereo unspecified),.,-6
Cc1ccc(Cc2nc(-c3cccc(C)c3)no2)cc1,53,6
Cc1onc(-c2ccccc2)c1C(=O)Nc1sc2c(c1C#N)CCC(C)C2 (stereo unspecified),.,1
Cc1c(-c2ccccc2)oc2nc3c(c(=O)n(C)c(=O)n3C)n12,95,0
O=C(c1ccc(Br)o1)N1CCN(c2ccc3nnc(-c4ccccc4)n3n2)CC1,106,-9
Cc1nnc(NC(=O)CCCCCN2C(=O)C3C4C=CC(C4)C3C2=O)s1 (stereo unspecified),94,6
CSc1nc(C)cc(-n2ccc(=O)[nH]c2=O)n1,67,-1&7
COc1ccccc1C(=O)Nc1cccnc1,.,-6
Cc1cc2oc(=O)cc(CN3CCN(Cc4ccc5c(c4)OCO5)CC3)c2cc1C,107,7
O=C(CN1C(=O)NC2(CCCC2)C1=O)N1CCN(C(=O)c2ccco2)CC1,145,4
COc1ccc(C(=O)Nc2ccc(OC(F)(F)F)cc2)cc1,.,1
O=C(NCc1ccco1)C(c1ccco1)N(CCc1ccccc1)C(=O)Cn1nnc2ccccc21 (stereo unspecified),90,-4
CCOc1ccc(NC(=O)Cn2nnc(-c3ccccc3NC(=O)CC)n2)cc1,89,11
CC(O)CNc1nc2c(c(=O)n(C)c(=O)n2C)n1Cc1ccccc1Cl (stereo unspecified),73,.
COc1ccc(Cl)cc1-c1n[nH]c(=S)o1,77,6&8
CSc1n[nH]c(NC(=O)c2cc(F)c(F)c(F)c2F)n1,.,0

# (more compounds)
SMILES,BAP1 block,HePTP inhibitor
CCC(=O)Nc1ccc2c(c1)nc(CCN1CCN(C)CC1)n2C,103,9
CCn1c(=O)n(CC(=O)NC2CCCC(C)C2C)c(=O)c2ccccc21 (stereo unspecified),100,.
COc1ccc(-c2coc3c(CN4CCCCC4)c(O)c(CN4CCCCC4)c(O)c3c2=O)cc1,93,8
C=CCNC(=O)/C(=C\c1ccc2c(c1)OCO2)NC(=O)c1ccco1,.,5
O=S(=O)(c1cccc(-c2cn3cccnc3n2)c1)N1CCCCCC1,i,14
COC(=O)c1ccc(CSc2nc3c(cnn3-c3ccc(C)c(C)c3)c(=O)[nH]2)o1,77,1
Cc1ccccc1Nc1nc(CSc2nnc(-c3ccoc3C)n2C)cs1,101,5
COc1ccccc1Oc1c(C)oc2c(CN3CCN(C)CC3)c(O)ccc2c1=O,.,0
Nc1c2c(nc3ccccc13)CCCC2,92,.
CCc1cc(-c2n[nH]c(C)c2-c2nc3ccccc3n2C)c(O)c(CN2CCN(C)CC2)c1O,116,1
CC(C)(C)c1cc(C2=C(N3CCOCC3)C(=O)c3ccccc3C2=O)cc(C(C)(C)C)c1O,.,2
O=C(CCNc1ccc(F)cc1)c1cccs1,.,-5
CC(C)N(Cc1nc(-c2ccccc2)no1)C(=O)CSc1ccccc1,62,7
CCOC(=O)Nc1n[nH]c(NC(=O)OCC)c1[N+](=O)[O-],.,-3
COc1ccc(OCCC(=O)Nc2cc(C)on2)cc1,124,6
CCCOc1ccc(/C(O)=C2/C(=O)C(=O)N(CCN(C)C)C2c2ccncc2)cc1 (stereo unspecified),109,4
Cc1ccc(/C(O)=C2\C(=O)C(=O)N(c3cc(C)on3)C2c2cccc(Br)c2)cc1 (stereo unspecified),89,-3
CC(C)CCN1CC(C(=O)NCCC2=CCCCC2)CC1=O (stereo unspecified),104,7
Cc1ccc(C2CC(=O)NC(SCCC(C)C)=C2C#N)cc1 (stereo unspecified),102,5
Cc1ccc(/C(N)=N/OC(=O)c2ccccc2Br)cc1,.,1
CCOC(=O)N1CCN(c2nc(-c3ccc(F)cc3)cs2)CC1,114,0
CCN(CC)C(=O)Cn1nnc(-c2ccc(C)o2)n1,76,-6
Cc1ccc(C(C)C)c(OCC(=O)N2CCN(c3ccc([N+](=O)[O-])cc3Cl)CC2)c1,.,13
C=CCOc1nc2c(c(=O)n(C)c(=O)n2C)n1Cc1ccc(Cl)cc1Cl,137,9
CCCCOC(=O)c1ccc(NC(=S)NC(=O)c2cccs2)cc1,.,4

# Brought forward from above: four compounds, then new ones.
SMILES,BAP1 block,HePTP inhibitor
CCN(CC)C(=O)Cn1nnc(-c2ccc(C)o2)n1,76,-6
Cc1ccc(C(C)C)c(OCC(=O)N2CCN(c3ccc([N+](=O)[O-])cc3Cl)CC2)c1,.,13
C=CCOc1nc2c(c(=O)n(C)c(=O)n2C)n1Cc1ccc(Cl)cc1Cl,137,9
CCCCOC(=O)c1ccc(NC(=S)NC(=O)c2cccs2)cc1,.,4
CCCC12CN(C(=O)c3ccc(OC)cc3)CC(C)(CN(C(=O)c3ccc(OC)cc3)C1)C2=O,101,5
COc1cc2c(cc1OC)C(C(=O)NCc1ccco1)C(c1cccs1)N(C)C2=O (stereo unspecified),78,1
COc1cc(N2C(=O)NC3CC2(C)Oc2ccc(Br)cc23)cc(OC)c1OC (stereo unspecified),70,7
CCC(C)Oc1nc2ccccc2nc1NS(=O)(=O)c1ccccc1 (stereo unspecified),.,-6
COc1cc(OC)c2c(C)c(Cl)c(=O)oc2c1,122,5
Cc1nc(SCC(=O)Nc2nnc(-c3ccc([N+](=O)[O-])cc3)s2)n[nH]1,.,5
O=C1CC(Cc2ccccc2)C(=O)N1CCCn1ccnc1 (stereo unspecified),92,2
O=C(CCCn1c(=S)[nH]c2cc3c(cc2c1=O)OCO3)N1CCN(c2ccccc2)CC1,77,8
COC(=O)/C(O)=C/C(=O)c1cccs1,.,2
CC(=O)Nc1ccc(C(=O)N2CCN(C(=O)c3ccco3)CC2)cc1,90,6
COc1ccc(-c2cc(NCCc3ccncc3)n3ncnc3n2)cc1,.,9
COc1ccc(OCCSc2nnc(-c3ccoc3C)n2C)cc1,107,5
N#CCCn1c(Cl)nc2ccccc21,97,5
COc1ccccc1-n1c(CNC(=O)c2ccco2)nnc1SCC(=O)Nc1nccs1,90,3
O=C(O)COc1ccc(N2C(=O)c3ccc([N+](=O)[O-])cc3C2=O)cc1,.,-2
CCCN1C2=NCCCN2c2ccccc21,55,.
N#Cc1cccc(NC(=O)/C=C/C(=O)O)c1,.,6
Cc1noc(C)c1COC(=O)Cc1ccc(Cl)cc1,113,-8
CCc1nc2oc3ccccc3c(=O)c2c(=O)n1CCOC,91,-5
COc1ccc(C(=O)CCNc2ccc(C)cc2)cc1,.,7
CCN1CCN(CNC(=O)c2cnccn2)CC1,108,2
O=C(Oc1nsnc1N1CCOCC1)N(c1ccccc1)c1ccccc1,97,4
CCC(C)n1c(SCC(=O)NC(=O)Nc2ccc3c(c2)OCCO3)nc2ccccc2c1=O (stereo unspecified),.,11
COC(=O)C1=C(C)N(c2ccc(Br)cc2)C(=O)/C1=C\c1ccc(O)cc1,.,8
NC(=O)N=Nc1c(O)n(Cc2ccccc2)c2ccc(Br)cc12,.,-10

# Whole records, quoted from the list. Order of values: BAP1 block, HePTP inhibitor
# CCCC12CN(C(=O)c3ccc(OC)cc3)CC(C)(CN(C(=O)c3ccc(OC)cc3)C1)C2=O across the screens: 101, 5
# COc1ccccc1-n1c(CNC(=O)c2ccco2)nnc1SCC(=O)Nc1nccs1 across the screens: 90, 3
# COc1ccc(-c2cc(NCCc3ccncc3)n3ncnc3n2)cc1 across the screens: ., 9
# COc1ccc(C(=O)CCNc2ccc(C)cc2)cc1 across the screens: ., 7
# N#Cc1cccc(NC(=O)/C=C/C(=O)O)c1 across the screens: ., 6

# Reformatted: results already given.
canonical_smiles | BAP1 block | HePTP inhibitor
O=C(O)COc1ccc(N2C(=O)c3ccc([N+](=O)[O-])cc3C2=O)cc1 | . | -2
CCC(C)Oc1nc2ccccc2nc1NS(=O)(=O)c1ccccc1 (stereo unspecified) | . | -6
CCN1CCN(CNC(=O)c2cnccn2)CC1 | 108 | 2

# Retrieved by structure from the entries so far (2):
SMILES,BAP1 block,HePTP inhibitor
COc1ccccc1-n1c(CNC(=O)c2ccco2)nnc1SCC(=O)Nc1nccs1,90,3
N#Cc1cccc(NC(=O)/C=C/C(=O)O)c1,.,6

# Later entries:
SMILES,BAP1 block,HePTP inhibitor
CCOC(=O)c1ccc(NC(=O)CSc2nnc(-c3ccncc3)n2C)cc1,70,-10
O=C(NCc1ccco1)C1CCN(C(=O)c2cc3sccc3n2Cc2ccc(F)cc2)CC1,91,10
Cc1nn(S(=O)(=O)N(C)C)c(C)c1CN1C(=O)c2ccccc2C1=O,102,-4
COC(=O)c1ccccc1NC(=O)CC(NCc1ccccc1)C(=O)O (stereo unspecified),104,-1
CC1(C(=O)CSc2n[nH]c(-c3ccccc3Cl)n2)CCC(=O)O1 (stereo unspecified),74,5
COC(=O)c1c(C)oc2cc(Br)c(OCc3ccc(F)cc3)cc12,.,-8
Cc1cc2nc(C)c(Cc3ccccc3)c(=O)n2[nH]1,93,10
O=C(COC(=O)C12CC3CC(CC(C3)C1)C2)NCc1ccco1,98,14
CCCOc1ccc(N2C(=O)CC(N3CCC(O)(c4cccc(C(F)(F)F)c4)CC3)C2=O)cc1 (stereo unspecified),102,7
CN1CCC(N(C)C(=O)c2ccccc2Nc2ccc(SC(F)F)cc2)CC1,118,-10
COc1cc2nc(C3CCC3)n(NC(=O)C3CCC(OC)CC3)c(=O)c2cc1OC (stereo unspecified),95,1
CCOC(=O)Cc1nnc(Nc2ccc(OC)cc2)c2ccccc12,.,4
CCOC(=O)C1CCN(CC(=O)c2c(C)[nH]c3ccccc23)CC1,93,-4
Cc1ccc(/C=C(\C#N)c2nc3ccccc3s2)cc1,.,-9
C=CCn1c(=O)c2c(C)c(C)sc2n2c(Nc3ccccc3)nnc12,128,7
OC(CN1CCOCC1)Cn1c(-c2cccc(Cl)c2)nc2ccccc21 (stereo unspecified),97,2
COc1cccc(OCCCN2CCCCC2)c1,92,2

# Compound activity (PubChem BioAssay)
